High-throughput results from PubChem.
FXIa inh 1536: human FXIa protease inhibitors, primary screen, biochemical, 1536-well | AID 798, 2007 | Coagulation factor XI (Homo sapiens), P03951 | inhibition, % at 5 µM | actives 0.14% (n = 220,000) | purified FXIa, Boc-Glu-Ala-Arg-AMC fluorogenic substrate;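 active = inhibition of at least 40%; inactive = inhibition below 40%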;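 note: fluorescence of freed AMC excited at 355 nm; 0% = enzyme without compound and 100% = no enzyme blank; many of its hits are not listed in these tables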
Target sequence (P03951 19-387 limits assumed): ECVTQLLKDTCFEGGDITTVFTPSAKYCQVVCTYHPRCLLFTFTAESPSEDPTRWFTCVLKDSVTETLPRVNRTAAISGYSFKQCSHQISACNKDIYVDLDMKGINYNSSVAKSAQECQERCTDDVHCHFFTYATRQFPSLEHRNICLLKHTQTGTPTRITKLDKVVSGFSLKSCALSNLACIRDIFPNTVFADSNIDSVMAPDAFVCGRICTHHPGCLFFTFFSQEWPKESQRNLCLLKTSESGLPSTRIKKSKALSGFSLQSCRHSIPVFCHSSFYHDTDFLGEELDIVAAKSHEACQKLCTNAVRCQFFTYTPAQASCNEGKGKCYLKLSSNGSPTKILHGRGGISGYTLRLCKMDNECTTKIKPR
Target sequence (P03951 388-625 limits assumed): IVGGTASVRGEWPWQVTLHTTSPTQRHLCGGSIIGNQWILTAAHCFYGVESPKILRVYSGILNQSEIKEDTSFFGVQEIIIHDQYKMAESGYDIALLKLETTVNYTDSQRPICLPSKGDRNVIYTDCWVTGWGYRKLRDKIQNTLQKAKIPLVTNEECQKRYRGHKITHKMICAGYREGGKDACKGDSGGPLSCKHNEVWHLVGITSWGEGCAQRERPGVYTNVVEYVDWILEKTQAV
thrombin 1536: human alpha-thrombin inhibitors, primary screen, counter-screen for coagulation protease inhibitor project, biochemical, 1536-well, fluorogenic AMC substrate. inhibition, % at 5 µM. Boc-VPR-AMC fluorogenic substrate cleavage. actives 0.26% (n = 220,000). Prothrombin (Homo sapiens), P00734;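 active = inhibition at or above 40%; inactive = inhibition below 40%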;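 note: 0% = enzyme with no compound and 100% = wells without enzyme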
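Test system: human alpha-thrombin; medium: pH 7.5 Tris-saline with Tween 20; times: reaction at room temperature; signal: AMC fluorescence at 355 nm excitation and 460 nm emission; also added: Boc-VPR-AMC substrate, 15 µM final; dosing: one concentration per compound, 5 µM, with 0.2% DMSO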
FXIIa inh 1536: human FXIIa protease inhibitors, primary screen, biochemical, 1536-well; inhibition, % at 5 µM; purified FXIIa, Boc-QGR-AMC fluorogenic substrate, 2 h; actives 0.3% (n = 220,000); Coagulation factor XII (Homo sapiens), P00748; in the data active = inhibition above about 40%;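 note: 0% = enzyme with no compound and 100% = blank without enzyme; many of its hits are not listed in these tables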
L929 necroptosis: inhibitors of zVAD-triggered necroptosis, primary screen, L929 cells. L929 zVAD necroptosis rescue, ATP luminescence, 24 h; with zVAD 60 µM. viability rescue, % at 10 µM. actives 0.38% (n = 220,000);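 active = activation, scaled between plate controls, above about 75%, limit read from the data; inactive = activation under that limit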;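 note: 0% = zVAD with DMSO and 100% = DMSO alone without zVAD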
Hck Nef HTS: inhibitors of Nef-activated human Hck kinase, primary screen, biochemical, Z-Lyte FRET, 384-well, Hck-YEEI; Tyrosine-protein kinase HCK (Homo sapiens), P08631; Recombinant Hck-YEEI plus Nef, Z-Lyte FRET kinase assay; inhibition, % at 20 µM; actives 0.68% (n = 220,000);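 active = Hck-Nef kinase inhibition above about 50%, limit read from the data; inactive = inhibition below that limit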;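 note: 0% = DMSO with Hck plus Nef and 100% = Hck alone without Nef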
Rad51 HR inh: human RAD51 strand exchange inhibitors, primary screen, biochemical, fluorescence | hRad51 DNA strand exchange, fluorescence dequenching | inhibition, % at 10 µM | actives 0.085% (n = 200,000);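 active = inhibition above 40% at the single screening dose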;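 note: 0% = DMSO control wells and 100% = blanks with heterologous ssDNA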
Target sequence (Q06609 whole entry, looked up): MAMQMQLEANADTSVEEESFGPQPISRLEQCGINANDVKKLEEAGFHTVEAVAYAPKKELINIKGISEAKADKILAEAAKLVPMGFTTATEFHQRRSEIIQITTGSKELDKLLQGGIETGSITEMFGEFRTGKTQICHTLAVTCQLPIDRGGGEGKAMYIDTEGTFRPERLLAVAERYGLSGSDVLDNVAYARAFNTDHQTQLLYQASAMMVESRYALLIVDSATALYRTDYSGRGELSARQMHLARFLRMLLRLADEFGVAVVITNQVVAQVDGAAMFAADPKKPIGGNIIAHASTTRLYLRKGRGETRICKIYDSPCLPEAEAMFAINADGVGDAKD
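Test system – preformed human Rad51 ssDNA filaments · Reagent – Donor/quencher-labelled 47-bp dsDNA substrate · Incubation – 37 °C 15-min filament assembly, 30-min compound preincubation, 15-min exchange · Signal – FRET fluorescence dequenching, excitation 485 nm, emission 520 nm · Read-out – percent inhibition from fluorescence, normalised to plate control and blank means · Benchmarks – plate control and blank wells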
hK5 inh: human KLK5 protease inhibitors, primary screen, biochemical, 1536-well. Kallikrein-5 (Homo sapiens), Q9Y337. recombinant hK5, fluorogenic AMC substrate cleavage. inhibition, % at 5 µM. actives 0.59% (n = 210,000);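 active = inhibition of 40% or more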;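 note: 0% = enzyme controls without compound and 100% = no-enzyme blanks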
Cl transport mod: KCC2 cotransporter modulators, thallium flux, primary screen, cell-based, HEK293 KCC2, FluoZin-2 fluorescence, MLSMR. Solute carrier family 12 member 5 (Homo sapiens), Q9H2X9. KCC2 cells, thallium flux FluoZin-2 fluorescence. B-score of Tl+ flux slope (higher = more flux/activation; lower = inhibition) at 10 µM. actives 2.2% (n = 190,000). AID 1456, 2008;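 active = thallium flux slope and its plate-corrected score both differing from the plate sample mean at a set confidence after two filtering rounds, in either direction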;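 note: slope of fluorescence scaled to starting intensity during 10 to 20 s after thallium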
TNF death inh: inhibitors of TNF-alpha triggered necroptosis, primary screen, cell-based, Jurkat FADD-/-, single concentration; Jurkat FADD-/- TNF necroptosis rescue, ATP luminescence, 24 h; 0 = TNF only, 100 = no-TNF cells; activation (protection from cell death), % at 10 µM; actives 0.068% (n = 220,000);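 active = activation, meaning protection from cell death, of at least 50% relative to plate controls; inactive = activation below 50%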;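 note: necroptosis triggered by 40 ng/mL TNF-alpha added together with compound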
* marks the source's active call; other numbers are inactive results; · = not tested or not shown.

SMILES	FXIa inh 1536	thrombin 1536	FXIIa inh 1536	L929 necroptosis	Hck Nef HTS	Rad51 HR inh	hK5 inh	Cl transport mod	TNF death inh
CS/C(=N\S(=O)(=O)c1cccs1)Nc1ccc(Br)cc1F	2	-3	6	0.8	3	-1	-9	-0.76	2.3
O=c1[nH]c2cc3c(cc2cc1CN(CCN1CCOCC1)C(=S)NCC1CCCO1)OCO3 (stereo not drawn)	6	-3	9	-2.7	3	-10	4	-0.16	-0.1
COc1cccc(CNc2ncnc3cc(OC)c(OC)cc23)c1	-7	-4	7	0.2	5	-2	-41	0.0058	-0.6
Cc1nsc2c1ccc1ccccc12	-1	-7	7	-1.3	21	0	0	-1.8	0.7
CCCCCCCc1n[nH]c(=S)n1Cc1ccccc1	10	-1	4	0.5	8	10	1	3.1	0.3
CCOC(=O)N1CCC(NC(=O)C(NS(=O)(=O)c2ccc3c(c2)CCN3C(=O)CC)C(C)C)CC1 (stereo not drawn)	1	0	9	0.2	8	·	·	1.1	0.6
C=CCNC(=O)CC(=O)N/N=C/c1ccc(F)cc1	0	-16	3	1.0	3	-2	-8	0.32	0.6
Cc1ccccc1OCC(=O)N(CC(C)C)c1c(N)n(CC(C)C)c(=O)[nH]c1=O	-5	3	6	-0.5	2	2	-2	0.099	-0.2
CCN(Cc1ccccc1)C(=O)COC(=O)CNC(=O)c1ccc(C)s1	23	-1	6	-0.3	20	3	-1	-0.66	0.2
O=C(c1cc2ccccc2oc1=O)N(Cc1cccs1)Cc1cccs1	6	-2	15	-0.7	-4	0	-8	0.31	-0.9
Cc1csc(SCC(=O)N(C)c2c(N)n(Cc3ccccc3)c(=O)[nH]c2=O)n1	-5	-11	1	1.2	22	5	-5	1.2	0.4
O=c1[nH][nH]c(C(F)(F)F)c1/C=N/N1CCOCC1	-5	-8	4	2.7	-7	-3	-3	0.071	0.3
Cc1cc(C)c(NC(=O)COC(=O)CCc2ccc(S(=O)(=O)N3CCCCC3)cc2)c(C)c1	7	-8	14	0.9	2	5	-10	0.14	0.6
COc1ccc(CCn2ccc(O)c(Cc3c(F)cccc3Cl)c2=O)cc1OC	1	1	6	1.0	12	-31	-11	-0.0068	5.0
Cc1ccc(S(=O)(=O)Nc2cc(C(F)(F)F)ccc2N2CCOCC2)c(C)c1	11	-7	15	1.0	8	6	-9	0.66	2.5
S=C(Nc1ccc(Br)cc1Cl)NC1CCN(Cc2ccccc2)CC1	-6	1	0	0.1	0	11	-29	-1.5	1.9
CCOC(=O)c1sc(NC(=O)c2cc3n(n2)C(C(F)(F)F)CC(c2ccccc2)N3)c(C(=O)OCC)c1C (stereo not drawn)	4	4	12	72	1	-3	-10	·	0.4
Cc1occc1-c1nnc(SCC(=O)c2ccccc2)n1CC1CCCO1 (stereo not drawn)	-15	4	15	0.9	-1	-3	3	-0.087	-0.7
CCN(CC)C(=O)Cn1cc(S(=O)(=O)CC(=O)NCc2ccc3c(c2)OCO3)c2ccccc21	-7	-8	7	1.2	20	0	-2	0.94	-0.6
COc1ccc(C2=C(C=Nc3c(C)n(C)n(-c4ccccc4)c3=O)C(c3ccccc3C)c3ccccc3O2)cc1OC (stereo not drawn)	-5	-8	2	1.3	6	-1	-10	-0.16	-1.4
O=C(O)/C=C/C(=O)Nc1ccc2nccnc2c1	-7	-3	5	2.8	23	0	-7	1.3	0.4
Cc1c(C(=O)N/N=C/c2cccs2)nc2ccccn12	2	-16	6	-0.1	5	-6	-9	-0.13	2.4
CCCC(C(=O)NC1CCCC1)N(Cc1ccc2c(c1)OCO2)C(=O)c1snc(C(N)=O)c1N (stereo not drawn)	0	-4	-6	0.1	4	8	-3	0.045	-2.0
Cc1cc(=O)[nH]c(-c2ccc(Cl)cc2)n1	-4	-6	-4	0.0	3	-21	0	1.1	1.2
CNC(=O)C1CC(=O)N(c2ccc(F)c(Cl)c2)C1 (stereo not drawn)	-22	1	10	1.6	1	9	7	·	1.1

Next part
SMILES	FXIa inh 1536	thrombin 1536	FXIIa inh 1536	L929 necroptosis	Hck Nef HTS	Rad51 HR inh	hK5 inh	Cl transport mod	TNF death inh
O=C(Nc1ncnc2sc3c(c12)CCCC3)c1ccncc1	6	·	13	32	19	2	4	-0.22	0.3
O=C(NC1CCCCC1)c1cccc(S(=O)(=O)N2CCOCC2)c1	1	-4	-5	2.8	1	-6	1	·	0.3
Cc1cccc(/C=N/c2sc3c(c2C(=O)OC(C)(C)C)CCN(C)C3)c1O	-2	-10	11	0.7	0	4	-7	-0.03	1.4
CCOC(=O)C1=C(c2ccccc2)N=C2SCC(=O)N2C1c1ccc(OC)c(OC)c1 (stereo not drawn)	0	1	16	1.2	-9	-1	-8	0.39	2.3
O=C(COc1ccc(Br)cc1Br)NC(=O)NC1CCCC1	0	-2	6	12	26	0	5	-0.035	2.9
CC(=O)C(CC(=O)N1CCCc2ccccc21)C(=O)Nc1ccc(F)cc1 (stereo not drawn)	4	-1	8	-0.4	-2	-12	-1	·	-3.3
Cc1ccc(/C=C/C(=O)NC(=S)N2CCN(C)CC2)cc1	3	0	9	0.8	4	·	1	1.7	1.8
CC(/C=C/c1ccc(N(C)C)cc1)=N/N=C1/NC(=O)CC(C(=O)Nc2ccc(Cl)cc2)S1 (stereo not drawn)	8	3	15	0.3	-1	3	-14	0.48	0.1
CC(C)(C)NC(=O)CSc1nnc(CN2CCCCCC2=O)n1-c1ccccn1	2	2	17	5.2	1	-7	17	-0.016	1.6
COC(=O)c1ccc(NC(=O)CSc2nncn2C)cc1	-12	-8	5	2.0	1	2	0	·	2.0
COC(=O)C(NC(=O)CSc1nc(N)cc(=O)[nH]1)c1ccccc1 (stereo not drawn)	-2	0	12	1.5	12	-10	-1	0.66	0.3
COc1cccc(-c2nnc3sc(-c4cccs4)nn23)c1	5	4	9	5.4	0	0	-9	0.29	1.3
COc1cccc(N2CC(C(=O)Nc3nnc(SCc4ccccn4)s3)CC2=O)c1 (stereo not drawn)	-5	-12	6	1.9	1	-1	-8	1.7	2.1
O=C(Cc1ccc(S(=O)(=O)N2CCCCC2)s1)Nc1cccc2ccccc12	4	-3	7	0.1	6	·	-7	0.37	2.6
C[C@@H]1CC=C[C@H]2[C@H]1C(=O)N(Cc1ccccc1)[C@H]2c1ccc2ccccc2c1Br	-3	-6	7	0.3	25	1	-4	-0.28	-3.1
CC(=O)N1CCCC(C(=O)c2ccc3c4c(cccc24)CC3)C1 (stereo not drawn)	-7	-20	1	-0.1	16	4	-6	-0.15	-0.1
COc1cc2c(cc1OC)C(c1ccc(-c3ccccc3Cl)o1)=NCC2	0	-7	4	-0.4	-1	2	-24	-0.26	-3.4
COc1ccc2cc(C(=O)Nc3ccc(S(N)(=O)=O)cc3)sc(=O)c2c1OC	-5	-11	8	18	17	-1	-3	·	0.8
Cc1cc(S(=O)(=O)N2CCCCCC2)c(Cl)cc1Cl	-7	-7	-2	0.0	-2	-10	-9	·	0.2
COc1ccc(C2C(C#N)=C(N)Oc3cc(C)[nH]c(=O)c32)cc1OC (stereo not drawn)	3	-3	8	-0.4	-4	·	0	0.37	2.3
CC(=O)c1ccc(-c2ccc([C@H]3[C@H]4C=CC[C@@H](C)[C@@H]4C(=O)N3Cc3ccccc3)c(F)c2)cc1	3	2	10	2.2	23	-6	2	0.41	-1.4
CCOC(=O)c1c(NC(=O)C(=O)N/N=C/c2ccc(OCC)cc2)sc2c1CCCCC2	8	-1	12	0.5	-2	6	-11	-0.22	1.7
O=C(CN1C(=O)c2cccc3cccc1c23)N1CCc2ccccc2C1	0	-6	8	0.0	0	3	-2	-2.7	-2.6
CC(C)Nc1ccc(C(CC(N)=O)NC(=O)c2ccc(Br)cc2)cc1[N+](=O)[O-] (stereo not drawn)	3	2	8	3.6	24	6	4	0.011	2.5
O=C(N/N=C/c1ccccn1)c1cc(-c2ccccc2)nc2ccccc12	1	-3	6	-2.0	-5	·	-21	12*	-18

(more compounds)
SMILES	FXIa inh 1536	thrombin 1536	FXIIa inh 1536	L929 necroptosis	Hck Nef HTS	Rad51 HR inh	hK5 inh	Cl transport mod	TNF death inh
CCCCN1C(=O)C2NN=C(C(=O)OCC)C2C1=O (stereo not drawn)	0	-2	7	0.3	-2	-1	-15	-0.27	1.5
CCCc1cc(C(=O)N/N=C/c2ccc(CC)s2)c2ccccc2n1	-1	-4	5	0.6	2	3	-9	·	-18
CCCNC(=O)CSc1nnc(-c2ccccc2Br)n1-c1cccc(C(F)(F)F)c1	-2	-15	4	-0.9	-2	0	8	-1.9	-2.4
O=C(COC(=O)CCN1C(=O)/C(=C\C=C\c2ccccc2)SC1=S)Nc1ccc(Br)cc1	1	7	8	-0.1	30	-8	-3	0.16	-0.7
Cc1cc2ncc(S(C)(=O)=O)c(N)n2n1	3	·	8	1.0	24	-1	-1	0.5	0.9
CCC(=O)c1ccc(OCC(=O)NC2(C#N)CCCCC2)cc1	-3	7	3	6.5	22	10	-6	0.085	1.2
Cc1cc(OCCOCCN(C)CCO)cc(C)c1Cl	-6	-1	5	1.4	1	-3	-3	0.025	3.5
COc1ccc(-c2cccc(C3CC=CC4C3C(=O)N(Cc3ccccc3)C4c3ccc(C(F)(F)F)cc3)c2)cc1 (stereo not drawn)	-1	-1	3	3.7	18	-35	0	-0.53	-3.9
O=S(=O)(NCc1ccccc1)c1ccc(Br)c2nsnc12	0	-2	8	-1.2	21	14	1	-0.72	-0.9
O=C(NCCCN1CCc2ccccc2C1)Nc1ccc(Br)cc1	-9	-2	3	0.5	3	-6	-4	1.1	1.9
CCCC(=O)Nc1ccc(OCC(O)CNC(C)C)c(C(C)=O)c1 (stereo not drawn)	9	0	8	-0.1	-4	0	-6	0.95	0.2

Ordered by number of heavy atoms (smallest number first): part of the list above.
SMILES	FXIa inh 1536	thrombin 1536	FXIIa inh 1536	L929 necroptosis	Hck Nef HTS	Rad51 HR inh	hK5 inh	Cl transport mod	TNF death inh
CCCc1cc(C(=O)N/N=C/c2ccc(CC)s2)c2ccccc2n1	-1	-4	5	0.6	2	3	-9	·	-18
CC(=O)C(CC(=O)N1CCCc2ccccc21)C(=O)Nc1ccc(F)cc1 (stereo not drawn)	4	-1	8	-0.4	-2	-12	-1	·	-3.3
COc1cccc(N2CC(C(=O)Nc3nnc(SCc4ccccn4)s3)CC2=O)c1 (stereo not drawn)	-5	-12	6	1.9	1	-1	-8	1.7	2.1

Among those listed so far, these contain a cyano group.
SMILES	FXIa inh 1536	thrombin 1536	FXIIa inh 1536	L929 necroptosis	Hck Nef HTS	Rad51 HR inh	hK5 inh	Cl transport mod	TNF death inh
COc1ccc(C2C(C#N)=C(N)Oc3cc(C)[nH]c(=O)c32)cc1OC (stereo not drawn)	3	-3	8	-0.4	-4	·	0	0.37	2.3
CCC(=O)c1ccc(OCC(=O)NC2(C#N)CCCCC2)cc1	-3	7	3	6.5	22	10	-6	0.085	1.2

A portion of the library, so the mix of outcomes need not match the whole.
